Screens (PubChem)
GPR151 ag: activators of human GPR151, primary screen, cell-based, PathHunter beta-arrestin, luminescence; G-protein coupled receptor 151 (Homo sapiens), Q8TDV0; PathHunter beta-arrestin GPR151 cells; activation, % at 11.2 µM; 650,000 tested, 1% active; AID 1508602, 2020; in the data active = activation above about 4.9%;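 also: 0% = median of compound wells and 100% = cells with positive control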
Target sequence (Q8TDV0 whole entry, looked up): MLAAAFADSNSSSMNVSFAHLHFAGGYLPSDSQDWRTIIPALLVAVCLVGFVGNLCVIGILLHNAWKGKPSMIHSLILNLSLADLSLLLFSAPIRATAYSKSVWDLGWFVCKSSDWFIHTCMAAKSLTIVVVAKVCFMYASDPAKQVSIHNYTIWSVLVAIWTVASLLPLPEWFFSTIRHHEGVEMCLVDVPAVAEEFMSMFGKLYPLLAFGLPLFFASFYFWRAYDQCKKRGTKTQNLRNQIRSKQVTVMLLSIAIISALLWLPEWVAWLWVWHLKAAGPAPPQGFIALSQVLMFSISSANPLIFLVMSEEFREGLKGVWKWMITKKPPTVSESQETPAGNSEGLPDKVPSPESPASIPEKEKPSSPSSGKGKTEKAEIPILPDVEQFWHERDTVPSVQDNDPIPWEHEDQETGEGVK
FBW7 act: FBW7 E3 ligase activators, primary screen, biochemical, AlphaScreen, human; 650,000 tested, 0.13% active; AlphaScreen FBW7–phospho-cyclin E peptide binding, activator screen; F-box/WD repeat-containing protein 7 (Homo sapiens), Q969H0; normalized activity (activation), % at 26.1 µM; in the data active = normalized activity above about 1.9%;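 also: purified mutant Fbw7 with reduced substrate affinity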
TEAD-YAP block: TEAD-YAP interaction inhibition, primary screen, TEAD-YAP interaction inhibitor project, luminescence, HEK-TIYL cells. TEAD-Gal4/YAP UAS-luciferase luminescence. inhibition, % at 9.12 µM. 640,000 tested, 1.4% active. AID 1259422, 2018; in the data active = inhibition above about 32%;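 also: 0% = median of test compound wells and 100% = reference inhibitor wells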
MITF inh: MITF inhibitors, primary screen, biochemical, AlphaScreen, human; inhibition, % at 2.6 µM; AlphaScreen MITF homodimerization, bead proximity signal; AID 1259374, 2018; 650,000 tested, 0.91% active; Microphthalmia-associated transcription factor (Homo sapiens), O75030; in the data active = inhibition above about 50%;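 also: 0% = vehicle wells with protein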
Target sequence (O75030 whole entry, looked up): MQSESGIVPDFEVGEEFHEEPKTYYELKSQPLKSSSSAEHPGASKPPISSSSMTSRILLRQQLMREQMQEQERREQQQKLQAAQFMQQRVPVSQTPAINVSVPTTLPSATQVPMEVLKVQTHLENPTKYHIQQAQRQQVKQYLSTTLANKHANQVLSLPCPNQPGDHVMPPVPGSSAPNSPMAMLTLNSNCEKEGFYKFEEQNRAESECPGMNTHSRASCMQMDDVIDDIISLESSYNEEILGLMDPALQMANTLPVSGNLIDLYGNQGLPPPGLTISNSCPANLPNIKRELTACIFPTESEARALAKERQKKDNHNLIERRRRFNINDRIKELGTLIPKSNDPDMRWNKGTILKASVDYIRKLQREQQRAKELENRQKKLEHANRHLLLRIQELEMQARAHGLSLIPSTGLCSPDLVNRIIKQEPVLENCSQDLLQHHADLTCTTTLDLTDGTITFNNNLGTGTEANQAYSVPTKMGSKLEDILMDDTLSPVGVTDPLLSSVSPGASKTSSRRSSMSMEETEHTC
* hit, by the source's call; & = joins results of further samples. This is a random part of the collection (roughly 3.4% active in at least one column).

SMILES	GPR151 ag	FBW7 act	TEAD-YAP block	MITF inh
Cc1ccc(C(O)(C(=O)NN(C(=O)c2cccnc2Cl)c2ccccc2)c2ccc(C)cc2)cc1	1.9	-0.1	26	-34
Cc1cc(C)cc(NC(=O)CC(C)S(=O)(=O)c2ccc3c(c2)OCC(=O)N3)c1 (stereo not drawn)	0.0	0.4	3	6
S=c1cc[nH]c(=S)n1-c1nc(-c2ccccc2)sc1-c1ccccc1	2.6	-0.1	-17	9
COc1ccc(Br)c(C(=O)Oc2ccc3c(c2)OCO3)c1	-1.5	0.1	-4	4
O=C(Nc1cnc2cnc(-c3ccc4ccccc4c3)cn12)c1ccco1	1.4	-0.1	-8	12
COc1cccc(C(=O)Nc2ccc3nn(-c4cccc(Cl)c4)nc3c2)c1	1.1	0.0	3	4
O=[N+]([O-])/C(CN1CCCCC1)=N\Nc1cccc(Br)c1	-0.3	0.9	-6	19
O=C(CN1C(=O)NC(Cc2c[nH]c3ccccc23)C1=O)NCCc1ccccc1 (stereo not drawn)	0.5	0.1	4	-1
CCc1ccccc1NC(=O)C(=O)c1ccccc1NC(C)=O	0.1	-0.2	15	6
Cc1c(C(C)(C)C)sc(=NC(=O)c2ccc([N+](=O)[O-])cc2)n1C	-2.3	-0.2	-4	-1
CC1=C(C(=O)Nc2cccc(C)c2)C(c2ccccc2O)NC(=S)N1 (stereo not drawn)	0.9	-0.1	3	9
CC(c1ccon1)N(C)C1CCC(=O)N(Cc2cc3c(cc2Cl)OCO3)CC1 (stereo not drawn)	2.7	0.0	0	-14
O=C(OCC(=O)N1CCOCC1)c1c2ccccc2cc2ccccc12	1.6	0.2	-53	-8
Cc1ccc(NC(=O)c2sc3nc4c(c(-c5cccs5)c3c2N)CCC4)cc1C	-0.9	0.1	10	-2
CCSc1cnn(-c2ccccc2)c(=O)c1Cl	-0.4	0.6	3	8
O=C(O)CCC(Nc1ncnc2ccccc12)C(=O)O (stereo not drawn)	0.6	0.1	-3	-9
CN(C)c1ccc(/C=C(\NC(=O)c2ccccc2F)C(=O)Nc2ccc(Cl)c([N+](=O)[O-])c2)cc1	0.5	-1.4	-22	-5
CCOC(=O)c1c(NC(=O)COc2ccc(Cl)cc2C)sc2c1CCC(C(C)(C)C)C2 (stereo not drawn)	-0.9	0.0	-3	2
O=S(=O)(Nc1cccc(F)c1)c1ccc(-c2ccc(S(=O)(=O)Nc3cccc(F)c3)cc2)cc1	-0.6	0.3	-3	1
CCc1c(C)sc(NC(=O)Nc2ccc(Cl)cc2)c1C(N)=O	0.9	-0.1	-6	0
COc1cc2c(cc1OC)CN(S(=O)(=O)CCNC(=O)CC(C)(C)C)CC2	-0.2	0.1	3	-5
COc1ccc(-n2nc(C(=O)NCC(=O)NC3CCCCCC3)c3ccccc3c2=O)cc1Cl	-0.3	0.0	-2	-17
CCOC1c2c(C)ccc(NC(=O)Nc3ccccc3)c2OC1(C)C (stereo not drawn)	3.4	-0.1	-11	-7
CCCCc1sc(-c2c(C#N)c(N)nc3c2CCCCCC3)cc1[N+](=O)[O-]	-0.5	-0.2	-4	2
CCCOC(=O)COc1ccc2c(=O)c(Oc3ccc(OC)cc3)coc2c1	0.7	0.0	0	-8

Continuation:
SMILES	GPR151 ag	FBW7 act	TEAD-YAP block	MITF inh
O=C(c1n[nH]c(=O)c2ccccc12)N1CCC[C@@H]2CN(Cc3ccc(F)cc3)CC[C@H]21	-0.8	0.0	-4	10
Brc1cccc(OCCn2ccnc2)c1	-0.7	0.1	9	52*
NC(=O)c1cc(Cl)cn(-c2ccccc2)c1=O	0.4	-0.1	1	-4
N#CC1=C(N)C(C#N)(C#N)C(c2cccc(Br)c2)C2CN(Cc3ccccc3)CC=C12 (stereo not drawn)	0.0	-0.2	6	-6
C/C(=N\Nc1ccc([N+](=O)[O-])cc1)c1ccc(Cl)cc1	0.5	-0.1	-4	6
O=S(=O)(NCc1ccc2c(c1)OCO2)c1cccc(S(=O)(=O)N2CCOCC2)c1	-1.1	0.2	-1	-3
CCCCCCCn1c(NCCO)nc2ccccc21	0.6	0.2	2	10
CCC1Sc2ccccc2N(CC(=O)NCc2ccco2)C1=O (stereo not drawn)	1.0	-0.2	-4	-2
O=C(NCCN1CCN(C(=O)c2ccc(Br)cc2)CC1)C(=O)NCc1ccco1	0.5	0.0	5	5
Cc1ccc(C(C)C)c(OS(=O)(=O)c2cn(C)c(=O)n(C)c2=O)c1	1.7	-0.1	-9	0
Cc1cc(C)c(NC(=O)Cn2nnc(-c3ccccc3Cl)n2)c(C)c1	1.7	-0.1	0	0
COc1cc(NC(=O)c2ccccc2I)c(OC)cc1Cl	0.5	0.0	11	14
CN1CCN(c2nc3c(c(=O)n(C)c(=O)n3C)n2CC(O)COc2ccc(Cl)cc2)CC1 (stereo not drawn)	-0.3	0.2	6	-16
COc1ccc(CCn2c(C)c3c(=O)n(-c4nc5ccccc5s4)[nH]c3cc2=O)cc1	1.3	-0.1	2	25
COC(=O)c1cc(S(=O)(=O)Nc2ccc(C)cc2Br)cn1C	-1.3	0.2	10	11
CCc1nn(CC(=O)OC(C)C)c(=O)c2cc3oc(C)cc3n12	5.4*	0.0	-19	7
CCCCOC(=O)C(=O)Nc1ccccc1	-1.1	0.4	-10	11
O=C1CC(=Nc2ccccc2)NN1c1ccc(Oc2ccccc2)c(S(=O)(=O)O)c1	0.1	0.3	-16	18
COc1ccc(/C(C)=N\NC(=O)CC23CC4CC(CC(C4)C2)C3)cc1	1.3	0.1	-4	-5
COc1ccc(C2(C(=O)Nc3ccc(C(=O)Nc4nncs4)cc3)CCOCC2)cc1	0.0	-0.2	-2	-11
COC(=O)CNc1ccccc1C(=O)O	-1.4	0.5	1	11
CCOC(=O)c1sc(NC(=O)COc2ccc(CC)cc2)c(C(=O)OCC)c1C	0.5	0.0	7	2
Cc1ccc(OCC(=O)O/N=C(\N)c2ccncc2)cc1	0.3	-0.1	-45	-13
CCC(C(=O)NCc1cccs1)n1nc(C)n2c(cc3occc32)c1=O (stereo not drawn)	0.1	-0.2	0	-3
COCC1=C(C(=O)OC)C(c2ccc(F)c(Br)c2)C(C#N)=C(N)O1 (stereo not drawn)	-1.9	0.3	-3	11

Three compounds drawn at random from those above, as already listed:
SMILES	GPR151 ag	FBW7 act	TEAD-YAP block	MITF inh
COc1ccc(CCn2c(C)c3c(=O)n(-c4nc5ccccc5s4)[nH]c3cc2=O)cc1	1.3	-0.1	2	25
COc1cc(NC(=O)c2ccccc2I)c(OC)cc1Cl	0.5	0.0	11	14
CCCCOC(=O)C(=O)Nc1ccccc1	-1.1	0.4	-10	11

(more compounds)
SMILES	GPR151 ag	FBW7 act	TEAD-YAP block	MITF inh
Cc1ccc(-n2nc3ccc(N)cc3n2)c(C)c1	0.4	0.2	40*	9
Cc1ccc(CNC(=O)CSc2nc3ccccc3c3nc(C)nn23)cc1	1.5	0.1	4	-2
CNC(=S)N1CCN(C(=O)C(=O)Nc2ccc(C(=O)OC)cc2)CC1	3.6	0.1	-1	-3
Cc1cccc(C)c1NC(=S)N(Cc1ccccc1Cl)C1CCCC1	0.0	0.0	-4	2
Cc1ccc(N2C(=O)c3ccc(N)cc3C2=O)cc1	-0.6	0.0	-67	-8
O=C(Nc1ccccc1C(F)(F)F)c1cc(S(=O)(=O)N2CCc3ccccc3C2)ccc1F	1.1	-0.1	-1	-6
CCOC(=O)CC1CCCCN1Cc1nc(NCCCC(=O)OC)c2ccccc2n1 (stereo not drawn)	0.1	0.0	-4	12
CNc1nnc(-c2ccc(OC)cc2)s1	-3.9	0.2	16	7
CCOC(=O)C1=C(O)/C(=C\c2ccccc2)N=C1C	-0.7	-0.1	2	-3
CC(=O)OC12C(Br)C3C4CC5C3C1C(Br)C5C42 (stereo not drawn)	-0.9	-0.2	5	-6
O=C(Nc1cccc(Cl)c1Cl)c1ccc(CN2CCc3ccccc3C2)cc1	-0.1	0.2	5	6
CCOC(=O)c1oc2ccccc2c1NC(=O)c1ccc([N+](=O)[O-])cc1	-0.7	0.1	-10	16
COc1ccc2c(-c3cc4cccc(OC)c4oc3=O)cc(=O)oc2c1	4.8	0.1	-9	-2
NC(=O)C1(N2CCCCC2)CCN(CC(=O)Nc2cc(Cl)ccc2Cl)CC1	0.4	-0.1	-2	3
O=C(Cn1c(=O)c2sccc2n(Cc2cccc(Cl)c2)c1=O)NCc1ccco1	-1.4	0.5	5	-5
Cc1ccc(OCCN2CCN(S(=O)(=O)c3ccc(Br)cc3)CC2)cc1	0.7	-0.1	-5	-3
CCCCc1ccc(NC(=O)C(=O)NC2CC(C)(C)NC(C)(C)C2)cc1	-0.9	-0.1	-8	3
CCOC(=O)c1sc(NC(=O)c2cccc3ccccc23)nc1C	3.7	-0.1	42*	-10
CC(=O)Nc1ccc(NC(=O)CC2Oc3ccc(C)cc3NC2=O)cc1 (stereo not drawn)	-0.3	-0.1	-4	0
O=[N+]([O-])c1ccc(S(=O)(=O)Nc2cccc(C(F)(F)F)c2)cc1	0.6	-0.2	16	-4
COc1ccc(/C=C/C(=O)NCc2ccccn2)cc1	-0.3	-0.1	-22	-10
COc1ccc(/C(O)=C/C(=O)C(=O)Nc2cc(C)on2)cc1	-1.8	0.1	3	16
O=C(CN1C2=NCCN2c2ccccc21)C12CC3CC(CC(C3)C1)C2	0.3	-0.3	-8	-3
CC(=O)Nc1sc2c(c1C(=O)Nc1cccc(Cl)c1)CCCCC2	0.0	0.2	-3	-12
CN1CC(=O)N(CC(=O)Nc2ccc(F)c(F)c2)C1=O	-2.1	0.1	13	-5

Overlap with the part before: 4 entries, followed by the next part.
SMILES	GPR151 ag	FBW7 act	TEAD-YAP block	MITF inh
COc1ccc(/C(O)=C/C(=O)C(=O)Nc2cc(C)on2)cc1	-1.8	0.1	3	16
O=C(CN1C2=NCCN2c2ccccc21)C12CC3CC(CC(C3)C1)C2	0.3	-0.3	-8	-3
CC(=O)Nc1sc2c(c1C(=O)Nc1cccc(Cl)c1)CCCCC2	0.0	0.2	-3	-12
CN1CC(=O)N(CC(=O)Nc2ccc(F)c(F)c2)C1=O	-2.1	0.1	13	-5
CCOC(=O)C1CCCN(C(=O)c2sc3ncn(CC(=O)Nc4ccc(C)c(Cl)c4)c(=O)c3c2C)C1 (stereo not drawn)	0.4	0.0	12	-4
Cn1c(COc2ccccc2)nnc1SCC(=O)Nc1cccc(Br)c1	0.2	0.1	4	1
Cc1ccc(C)n1-c1nnc(N2CCC(C(=O)O)CC2)s1	-0.1	1.1	2	11
N#Cc1cc(N2CCCCCC2)c([N+](=O)[O-])cc1C#N	-0.5	-0.1	4	-8
O=C(NC1CCCC1)c1ccc(OCC(=O)C2CC2)cc1	1.2	0.2	-19	4
O=C(NNC(=O)c1cccs1)c1cnccn1	2.5	-0.1	1	5
O=C(NC(Cc1ccccc1)C(=O)O)c1ccc(S(=O)(=O)N2CCCC2)cc1 (stereo not drawn)	0.5	0.2	-2	7
COc1cccc(-c2cnc3c(NCCCO)nccn23)c1	-1.5	-0.4	7	0
O=C(COC(=O)C1CC(=O)N(CCc2ccccc2)C1)c1ccc(Br)s1 (stereo not drawn)	-0.5	0.0	2	16
O=C(Nc1ccc2c(c1)CCCN2S(=O)(=O)c1ccccc1)NC1CCCCC1	0.8	-0.2	-13	7
O=C(Oc1ccc2c(c1)OCO2)c1cccc(S(=O)(=O)N2CCCC2)c1	0.2	-0.2	-4	-11
CCCCc1ccc(N2CC(C)Cn3c2nc2c3c(=O)n(CCCO)c(=O)n2C)cc1 (stereo not drawn)	1.6	0.0	2	2
CCCN1CCC(NC(C)c2ccc(F)cc2)CC1 (stereo not drawn)	0.0	0.1	-3	4
CCOC(=O)c1c(O)c(Cl)c(C)[nH]c1=O	1.1&1.4	0.0&-0.1	8&-2	0&9
Nc1cnn2c1N=NC2SCC(=O)Nc1nnc(SCC(=O)Nc2ccccc2)s1 (stereo not drawn)	0.0	-0.2	-4	10
COCC(=O)Nc1cc(CNC(=O)c2cccc(C(F)(F)F)c2)cc(C(=O)OC)c1	0.8	0.2	10	7
COc1cccc(NC(=S)N(CCCN2CCCCCC2)Cc2cccs2)c1	-1.1	-0.1	10	-6
CCOCCCNC(=O)c1cc2c(=O)[nH]c3ccccc3c2s1	-0.6	0.4	-2	16
CC1(C)Oc2ccc3ccc(=O)oc3c2C/C1=N\Nc1ccccc1	-0.9	0.6	49*	2
COc1cccc(C2CC(C(F)(F)F)n3ncc(C(=O)O)c3N2)c1 (stereo not drawn)	-1.5	0.0	2	3
COCCNc1nc(-c2ccc(C(C)=O)s2)ccc1C(=O)Nc1cccc(OC)c1	-0.6	0.2	4	23
COCCCNC(=O)c1cc(-c2ccccn2)nc2ccccc12	2.7	-0.2	-4	3
COc1cc(-c2nnc3sc(-c4cccnc4)nn23)cc(OC)c1OC	1.6	-0.3	-14	1
CCOc1ccc(C(=O)Nc2ccc(N3CCCS3(=O)=O)cc2)cc1	-0.2	0.6	-16	4

Ordered by molar mass (falling): four of the compounds above
SMILES	GPR151 ag	FBW7 act	TEAD-YAP block	MITF inh
COc1cc(-c2nnc3sc(-c4cccnc4)nn23)cc(OC)c1OC	1.6	-0.3	-14	1
COCCCNC(=O)c1cc(-c2ccccn2)nc2ccccc12	2.7	-0.2	-4	3
COc1cccc(-c2cnc3c(NCCCO)nccn23)c1	-1.5	-0.4	7	0
O=C(NNC(=O)c1cccs1)c1cnccn1	2.5	-0.1	1	5
